Bioassay records: PubChem BioAssay, National Center for Advancing Translational Sciences (NCATS)
Tau fibril ThT = qHTS for Inhibitors of Tau Fibril Formation, Thioflavin T Binding | Microtubule-associated protein tau (Homo sapiens), P10636 | recombinant tau K18 P301L, heparin-induced fibrillization, ThT fluorescence | Potency, µM (highest dose often 57.4 µM), inactives show at the highest dose activity, negative = inhibition, actives largely listed as inhibitors | 2.1% of 270,000 active; further: on the % scale 0 is the no-effect control and ±100 the full control effect; nearly all actives have a fitted effect of over 55% in size
Target sequence (P10636 561-689 P618L limits assumed): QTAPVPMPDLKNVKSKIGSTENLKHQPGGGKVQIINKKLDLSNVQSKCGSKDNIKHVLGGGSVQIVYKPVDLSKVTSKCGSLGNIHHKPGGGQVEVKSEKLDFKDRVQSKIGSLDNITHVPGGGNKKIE
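In this qHTS, human K18 P301L tau is incubated with compound and heparin for 6 hr at 37 C, and Thioflavin T fluorescence then reports fibril load.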
JMJD2E inh = qHTS Assay for Inhibitors of Human Jumonji Domain Containing 2E (JMJD2E); Potency, µM (doses to about 57.1 µM), without a hit: top-dose activity change, negative = inhibition, actives largely listed as inhibitors; JMJD2E catalytic domain, FDH-coupled NADH fluorescence (FDH is formaldehyde dehydrogenase); Lysine-specific demethylase 4E (Homo sapiens), B2RXH2; 1.6% of 230,000 active; active means well fitted inhibition curve with a large enough effect, not every such curve was filed as active; inconclusive means small, poorly fitted or top-dose-only effect, or another doubt; inactive means no such curve, though single readings can be large or run the other way;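 further: 0% = wells with enzyme and -100% = buffer wells without enzyme; nearly all actives have a fitted effect of over 50% in size; many of its hits are not listed in these tables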
Target sequence (B2RXH2 1-337 limits assumed): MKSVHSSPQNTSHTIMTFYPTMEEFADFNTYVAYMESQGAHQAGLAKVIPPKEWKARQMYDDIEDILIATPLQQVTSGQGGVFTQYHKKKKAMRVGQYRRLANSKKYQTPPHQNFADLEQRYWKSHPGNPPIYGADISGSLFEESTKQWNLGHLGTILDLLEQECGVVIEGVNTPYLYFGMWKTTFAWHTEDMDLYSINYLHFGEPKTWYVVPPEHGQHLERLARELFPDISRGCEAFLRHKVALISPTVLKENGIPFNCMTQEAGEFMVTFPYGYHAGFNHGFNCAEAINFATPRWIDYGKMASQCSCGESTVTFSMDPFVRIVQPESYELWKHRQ
ALDH1A1 inh = qHTS Assay for Inhibitors of Aldehyde Dehydrogenase 1 (ALDH1A1); Aldehyde dehydrogenase 1A1 (Homo sapiens), P00352; Purified ALDH1A1, NADH fluorescence, propionaldehyde substrate; Potency, µM (top dose mostly 75.3 µM), for inactives: at the highest dose activity, negative = inhibition, most hits filed as inhibitors; 7.3% of 220,000 active; active means well fitted inhibition curve with a large enough effect, not every such curve was filed as active; inconclusive means small, poorly fitted or top-dose-only effect, or another doubt; inactive means no such curve, though single readings can be large or run the other way;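 further: plate controls were no enzyme wells and a reference inhibitor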
Target sequence (P00352 whole entry, looked up): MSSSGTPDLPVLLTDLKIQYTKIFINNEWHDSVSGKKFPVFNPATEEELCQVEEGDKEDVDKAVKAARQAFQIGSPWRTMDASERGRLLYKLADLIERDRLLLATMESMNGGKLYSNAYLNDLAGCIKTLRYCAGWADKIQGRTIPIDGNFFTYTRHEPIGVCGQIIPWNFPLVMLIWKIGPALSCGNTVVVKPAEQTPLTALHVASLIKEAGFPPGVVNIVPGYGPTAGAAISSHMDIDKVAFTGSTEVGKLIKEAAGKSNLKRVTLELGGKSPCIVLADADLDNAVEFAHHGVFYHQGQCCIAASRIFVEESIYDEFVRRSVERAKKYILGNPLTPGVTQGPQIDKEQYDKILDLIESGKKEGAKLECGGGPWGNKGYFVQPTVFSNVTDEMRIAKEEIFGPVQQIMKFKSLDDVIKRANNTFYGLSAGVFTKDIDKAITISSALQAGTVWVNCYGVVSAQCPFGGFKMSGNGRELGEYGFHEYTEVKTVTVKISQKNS
HTT cytoprotect = qHTS Multiplex Assay to Identify Dual Action Probes in a Cell Model of Huntington: Cytoprotection (ATP). Potency, µM (titrated, usually from 56.4 µM), for the others: cytoprotection (ATP increase), most hits filed as activators. AID 1471, 2008. 0.14% of 230,000 active. PC12 HTT-Q103 induced, cytoprotection, ATP luminescence, 40 h;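 further: % of control where 0% means no effect; nearly all actives have a fitted effect of over 45% in size; toxic huntingtin expression switched on by the ecdysone agonist tebufenozide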
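Rat PC12, Q103 Htt exon1-GFP fusion, ecdysone promoter; tebufenozide inducer 100 nM final; compound titration; qHTS, 1500 cells/well; ATPlite luminescent read.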
Tau fluor counter = Counterscreen qHTS for Inhibitors of Tau Fibril Formation, Fluorescence Polarization. tau K18 P301L (four-repeat tau fragment) Alexa594 fluorescence, heparin fibrillization. Potency, µM (series often up to 57.7 µM), without a hit: at the top dose activity change, negative = decrease. 0.93% of 280,000 active. AID 1463, 2008; further: on the % scale 0 is the no-effect control and ±100 the full control effect; nearly all actives have a fitted effect of over 55% in size
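Human K18 P301L tau (15 uM unlabeled plus 0.24 uM Alexa 594-labeled, final) in 100 mM sodium acetate pH 7 was mixed with compound and 20 uM heparin and incubated 6 hr at 37 C.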
HTT aggregate = qHTS Multiplex Assay to Identify Dual Action Probes in a Cell Model of Huntington: Aggregate Formation (GFP); 1.1% of 220,000 active; Potency, µM (titrated, usually from 46.1 µM), without a hit: top-dose activity change, negative = inhibition, usual class: inhibitors; PC12 HttQ103-GFP aggregates, Acumen cytometry, 40 h; further: on the % scale 0 is the no-effect control and ±100 the full control effect; nearly all actives have a fitted effect of over 60% in size
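PC12 cells stably carrying ecdysone-inducible HTT exon 1 Q103–GFP were induced with tebufenozide (100 nM final) and treated with library compounds in titration. GFP aggregates in lysates were counted by laser scanning cytometry.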
SMN2 splice enh = qHTS Assay for Enhancers of SMN2 Splice Variant Expression. 2.8% of 210,000 active. HEK293 SMN2-luciferase splicing reporter, luminescence, 30-36 h. Potency, µM (highest dose often 46.1 µM), inactives show at the top dose activity change, positive = activation, usual class: activators. AID 1458, 2008; further: % of control where 0% means no effect; nearly all actives have a fitted effect of over 55% in size
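HEK293 cells carry an SMN2 […]–luciferase reporter in which exon 7 inclusion puts luciferase in frame. Cells were plated 10-12 h before compound addition, then incubated 30-36 h at 37C. ONE-Glo luminescence was read; sodium butyrate at 4.5 mM final served as control.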
Tau FP inhib = qHTS for Inhibitors of Tau Fibril Formation, Fluorescence Polarization | Microtubule-associated protein tau (Homo sapiens), P10636 | K18 P301L tau heparin fibrillization, Alexa594 FP, 6 h | Potency, µM (series often up to 57.7 µM), for the others: top-dose activity, negative = inhibition, usual class: inhibitors | 0.39% of 280,000 active | AID 1468, 2008; further: on the % scale 0 is the no-effect control and ±100 the full control effect; nearly all actives have a fitted effect of over 55% in size
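K18 P301L tau (15 uM unlabeled/0.24 uM Alexa 594-labeled, final) + compound + heparin 20 uM final; 100 mM NaOAc pH 7; 6 hr 37 C; ThT 30 uM final added, 1 hr RT; FP ex 555/em 632 nm.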
* hit, by the source's call; ? = inconclusive; / = not tested or not shown; [ ] = remark or other dose. Unless noted, the call rests on the fitted dose curve; in most records, active means well fitted curve in the direction sought with a large enough effect; inconclusive means small, poorly fitted or top-dose-only effect, or another doubt; inactive means no such curve, though single readings can be large; an effect the other way counts as inactive or inconclusive. Potency means the concentration at half of the fitted maximal effect.

molecule,Tau fluor counter,JMJD2E inh,SMN2 splice enh,HTT aggregate,ALDH1A1 inh,Tau FP inhib,HTT cytoprotect,Tau fibril ThT
CCCNC(=O)c1ccc(CNc2c(N3CCC(C(=O)OCC)CC3)c(=O)c2=O)cc1,0%,1%,-21%,14%,?,2%,-1%,-8%
CC(=O)N1CCc2c(sc3c2c(=O)n(-c2ccccc2)c(=O)n3CC(=O)c2ccc(F)cc2)C1,-4%,/,-10%,/,/,-9%,/,1%
Cn1cccc1CC(=O)N/N=C/C=C/c1ccccc1,1%,-28%,?,-2%,0%,3%,4%[10 µM],?
O=C(Nc1ccccc1)Nc1nncs1,-4%,4%,-1%,-14%,13%,4%,-20%[10 µM],5%
Cc1ccc(N(CC(=O)NCc2ccc(F)cc2)C(=O)c2csnn2)c(C)c1,-16%,10%,/,5%[9.22 µM],2%,-8%,8%[10 µM],-10%
Cc1cccnc1NC(=S)NC(=O)/C=C/c1ccccc1,-13%,7%,11%,-5%,-13%,6%,-36%[inhibitor],?
CC(C)(C)OC(=O)Cn1c(=O)cnc2ccccc21,-9%,?,5%,5%,?,2%,8%[10 µM],-5%
COC(=O)Cn1cnc(=O)c(C#N)c1/C=C/N(C)C,3%,-6%,-9%,-6%,11%,-1%,-11%,-1%
C=CCn1c(COc2cccc(C)c2)nnc1SCC(=O)c1c[nH]c2c(CC)cccc12,0%,-15%,2%,2%,13%,-8%,-11%[1.9 µM],-8%
Cc1nn(C(C)(C)C)c(OC(=O)C2CCCC2)c1S(=O)(=O)c1ccccc1,-5%,-3%,-12%,-25%,-9%,0%,-14%,-4%
CC1=NN(c2ccccc2)C(=O)/C1=C/c1c(O)n(-c2ccc(F)c(Cl)c2)[nH]c1=O,?,-15%,-2%[1.84 µM],6%,14µM*,?,-27%[10 µM],5µM*
O=C(Nc1ccccc1)N1N=C(c2ccc(F)cc2)CC1c1ccc(F)cc1 (stereo not given),-24%,?,-16%,4%,?,-3%,/,-4%
CCOC(=O)c1c(C)[nH]c2cc(Br)c(O)cc12,-10%,0%,-21%,7%,-4%,4%,?,?
COc1ccccc1CNC(=O)C(NC(=O)c1ccccc1)C(C)C (stereo not given),2%,1%,-6%,-15%,13%,0%,-5%,-1%
COCCCNC(=O)c1cc(C(=O)Cc2ccccc2)c[nH]1,-4%,5%,9%,20%,?,0%,-25%,-1%
CC(=O)N1CCc2cc(S(=O)(=O)NCCC(=O)Nc3cccc(C)c3C)ccc21,-10%,-3%,-17%,2%,-3%,1%,12%,0%
C[N+]1(CCCOC(=O)C2(c3ccccc3)CCCC2)CCOCC1,0%,-13%,-10%,0%,-5%,-9%,/,2%
CCOc1ccccc1N1CCN(C(=S)Nc2ccc(S(N)(=O)=O)cc2)CC1,-17%,9%,-46%[inhibitor],-3%,21%,0%,23%[10 µM],-5%
CC(C)=CCN1CCN(Cc2ccc(C#CC(C)(C)O)cc2)CC1CCO (stereo not given),-1%,0%,/,-5%,9%,-5%,-13%,-6%
N#Cc1nc(-c2ccccc2Cl)oc1N1CCCCC1,-25%,?,?,-16%,?,-5%,-34%,-14%
COc1ccc(SCCc2ccncc2)cc1,14%,?,/,-6%[9.22 µM],?,-9%[2.34 µM],-17%[10 µM],9%
COc1ccc(CNC(=O)CCN2C(=O)c3ccncc3C2=O)cc1OC,15%,5%,/,-26%[9.22 µM],/,1%,27%[10 µM],6%
Cc1cccc(NC(=S)Nc2cccc(C)n2)n1,-7%,-2%,/,9%[9.22 µM],/,-12%,30%[10 µM],-2%
CC(=O)OC(COC1C[C@@H]2CC[C@@]1(C)C2(C)C)C[N+]1(C)CCCCC1 (stereo not given in full),3%,-6%,/,-7%[9.22 µM],2%,6%,-10%[10 µM],-6%
COc1cc(N(C(=O)Cc2cccs2)C(C(=O)NC2CCCCC2)c2cccc(OC)c2OC)ccc1-n1cnnn1 (stereo not given),-4%,1%,-2%,?,15%,-2%,7%[10 µM],-11%
CS(=O)(=O)N(CC(=O)N1CCN(c2cccc(Cl)c2)CC1)c1cccc(F)c1,-10%,4%,-17%,-5%,4%,9%,23%[1.9 µM],-1%
CCC(Sc1nc(C)cc(C)n1)C(=O)NC1=NN=C(c2ccc(C)cc2)CS1 (stereo not given),-17%,-9%,-7%,?,-2%,?,-65%[inhibitor],32µM*
COc1ccc2c(c1)O[C@H](c1ccc3c(c1)OCO3)[C@@H](OC(=O)NCc1ccc3c(c1)OCO3)C2=O,-17%,-16%,-9%,/,0%,-7%,30%,-11%
O=C(NC12CC3CC(CC(C3)C1)C2)c1cc([N+](=O)[O-])ccc1N1CCOCC1,-15%,-1%,/,-10%[9.22 µM],13µM*,-9%,-7%[10 µM],-9%
CCOC(=O)c1cc(NC(=O)c2ccc(Cl)cc2)c(=O)n2c1oc1ccc(Cl)cc12,-10%,6%,-6%,-7%,21%,-5%,8%[10 µM],-8%

Tau fibril ThT, entries above that show a hit.
| Compound | JMJD2E inh | SMN2 splice enh | HTT aggregate | ALDH1A1 inh | Tau FP inhib | Tau fibril ThT |
| --- | --- | --- | --- | --- | --- | --- |
| CC1=NN(c2ccccc2)C(=O)/C1=C/c1c(O)n(-c2ccc(F)c(Cl)c2)[nH]c1=O | -15% | -2%[1.84 µM] | 6% | 14µM* | ? | 5µM* |
| CCC(Sc1nc(C)cc(C)n1)C(=O)NC1=NN=C(c2ccc(C)cc2)CS1 (stereo not given) | -9% | -7% | ? | -2% | ? | 32µM* |

Other compounds follow.
molecule,Tau fluor counter,JMJD2E inh,SMN2 splice enh,HTT aggregate,ALDH1A1 inh,Tau FP inhib,HTT cytoprotect,Tau fibril ThT
Cc1cc(C)cc(C(=O)Nc2ccc(-c3cn4cccnc4n3)cc2)c1,-10%,/,-33%[inhibitor],/,/,-4%,/,?
Cc1cccc(N=Nc2ccc(O)c3ncccc23)c1,-26%,-7%,-51%[inhibitor],15%,-11%,?,/,2µM*
CS(=O)(=O)N1CCN(C(=O)c2ccc(Cl)s2)CC1,6%,15%,3%,12%,-5%,3%,?,2%
Cc1cc2cc(C)c3nnc(SCC(=O)N4CCCc5ccccc54)n3c2cc1C,-10%,0%,-10%,?,-6%,-2%,22%[10 µM],-11%
CC(C)(C)c1ccc(NC(=O)CNC2CCCc3ccccc32)cc1 (stereo not given),-9%,-2%,-2%,?,?,3%,-124%[inhibitor],-16%
CC(=O)c1ccc(NC(=O)CCCN2C(=O)/C(=C/C(C)=C/c3ccccc3)SC2=S)cc1,?,1%,-20%,-8%,-5%,0%,20%[10 µM],?
CCOC(=O)C1=C(C)N=C2SC=C(C)N2C1c1ccc(OC)cc1 (stereo not given),-9%,-18%,0%,9%[9.22 µM],7%,2%,10%[10 µM],-13%
COc1ccc(NC(=O)C2CCCN(S(=O)(=O)c3cccc4nonc34)C2)cc1 (stereo not given),-4%,6%,-2%,14%,6%,-6%,9%,0%
C#CCNC(=O)C1=C[C@@H](c2coc3ccccc3c2=O)C[C@@H](OCc2ccc(CO)cc2)O1,-6%,0%,/,-1%[9.22 µM],?,-2%,0%[10 µM],-6%
N#Cc1nc(COc2ccccc2F)oc1NCCCn1ccnc1,-19%,14%,-8%,5%,-6%,-2%,-1%,-25%
CCOC(=O)c1cccc(NC(=O)Cn2cc3c(n2)CCC(C)C3)c1 (stereo not given),-19%,-5%,-15%,-4%,-1%,3%,-9%,-15%
CC(=O)N1CCc2ccc(S(=O)(=O)N3CCN(C)CC3)cc21,4%,4%,-1%,-8%,8%,2%,28%[10 µM],4%
COc1cccc(CN2CCN(Cc3cc(OC)c(OC)cc3[N+](=O)[O-])CC2)c1,-4%,?,-25%,12%,25µM*,2%,4%,-5%
Cn1cc(CC(=O)NCCCN2CCOCC2)c2ccccc21,-1%,1%,-16%,4%,2%,-1%,-22%,-2%
c1coc(CN2CN=C(Nc3nc4ccccc4s3)NC2)c1,-10%,2%,-6%,-11%,7%,6%,10%[10 µM],-19%
CCN(CC)CCn1c(NCc2ccco2)nc2ccccc21,4%,-2%,-8%,6%,16%,14%,-29%,-1%
Cc1ccc(CNC(=O)C(Cc2ccccc2)NS(=O)(=O)c2ccc(Br)s2)cc1 (stereo not given),?,-5%,-58%[inhibitor],25µM*,-10%,-14%,/,-3%
O=C(O)c1ccc(N/N=C/c2ccc(F)c(F)c2)cc1,?,-2%,1.4µM*,10%,-5%,7%,-24%[10 µM],?
CCOC(=O)C1(CC2CCCCO2)CCN(S(=O)(=O)c2ccsc2)CC1 (stereo not given),-13%,-5%,/,7%[9.22 µM],?,-4%,5%[10 µM],-4%
Cc1ccc(S(=O)(=O)Nc2nc3ccccc3nc2N2CCc3ccccc3C2)cc1,-27%,?,-7%,?,?,-13%,-48%[inhibitor],?
O=C(O)c1cc2ncc(-c3[nH]ncc3[N+](=O)[O-])cn2n1,-8%,3%,/,2%,-5%,-9%,-11%,-16%
Cc1ccc(C)c(NC(=O)CSc2nnc(C)c(=O)n2N)c1,6%,4%,-7%,12%,9%,0%,/,8%
COc1cc(OC)c(NC(=O)c2cc3c(s2)-c2ccc(Cl)cc2SC3)cc1Cl,-23%,/,2%,/,/,-6%,/,?
COc1ccccc1-n1ccnc1SCC(=O)NC(C)(C)C,-7%,9%,-19%,-5%,3%,6%,-24%,-9%
CC(=O)N1CCc2c(sc3c2c(=O)n(-c2ccc(F)cc2)c(=O)n3Cc2cc(C)ccc2C)C1,-1%,/,2%,/,/,1%,/,5%

These rows are one share of the data. The share of hits here may be higher or lower than overall.
